# Screening results: PubChem, several laboratories
# MsrA act – bovine MsrA enzyme activators, primary screen, biochemical, absorbance, HTS. Methionine sulfoxide reductase A (Bos taurus). purified bovine MsrA, absorbance read-out. activation, % at 10.6 µM. 360,000 compounds, 0.3% hits. AID 602163, 2012; in the data active means activation above about 7.5%;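 further: 0% = vehicle and 100% = reference activator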
# Rin1 Abl inh – inhibitors of Rin1-Abl protein binding, primary screen, biochemical, TR-FRET; inhibition, % at 7.35 µM; 360,000 compounds, 0.4% hits; AID 588664, 2011; Tyrosine-protein kinase ABL1 (Homo sapiens) + Ras and Rab interactor 1 (Homo sapiens), …; in the data active means inhibition above about 5%, passing the limit was not always enough
# Target sequence (P00519 whole entry, looked up): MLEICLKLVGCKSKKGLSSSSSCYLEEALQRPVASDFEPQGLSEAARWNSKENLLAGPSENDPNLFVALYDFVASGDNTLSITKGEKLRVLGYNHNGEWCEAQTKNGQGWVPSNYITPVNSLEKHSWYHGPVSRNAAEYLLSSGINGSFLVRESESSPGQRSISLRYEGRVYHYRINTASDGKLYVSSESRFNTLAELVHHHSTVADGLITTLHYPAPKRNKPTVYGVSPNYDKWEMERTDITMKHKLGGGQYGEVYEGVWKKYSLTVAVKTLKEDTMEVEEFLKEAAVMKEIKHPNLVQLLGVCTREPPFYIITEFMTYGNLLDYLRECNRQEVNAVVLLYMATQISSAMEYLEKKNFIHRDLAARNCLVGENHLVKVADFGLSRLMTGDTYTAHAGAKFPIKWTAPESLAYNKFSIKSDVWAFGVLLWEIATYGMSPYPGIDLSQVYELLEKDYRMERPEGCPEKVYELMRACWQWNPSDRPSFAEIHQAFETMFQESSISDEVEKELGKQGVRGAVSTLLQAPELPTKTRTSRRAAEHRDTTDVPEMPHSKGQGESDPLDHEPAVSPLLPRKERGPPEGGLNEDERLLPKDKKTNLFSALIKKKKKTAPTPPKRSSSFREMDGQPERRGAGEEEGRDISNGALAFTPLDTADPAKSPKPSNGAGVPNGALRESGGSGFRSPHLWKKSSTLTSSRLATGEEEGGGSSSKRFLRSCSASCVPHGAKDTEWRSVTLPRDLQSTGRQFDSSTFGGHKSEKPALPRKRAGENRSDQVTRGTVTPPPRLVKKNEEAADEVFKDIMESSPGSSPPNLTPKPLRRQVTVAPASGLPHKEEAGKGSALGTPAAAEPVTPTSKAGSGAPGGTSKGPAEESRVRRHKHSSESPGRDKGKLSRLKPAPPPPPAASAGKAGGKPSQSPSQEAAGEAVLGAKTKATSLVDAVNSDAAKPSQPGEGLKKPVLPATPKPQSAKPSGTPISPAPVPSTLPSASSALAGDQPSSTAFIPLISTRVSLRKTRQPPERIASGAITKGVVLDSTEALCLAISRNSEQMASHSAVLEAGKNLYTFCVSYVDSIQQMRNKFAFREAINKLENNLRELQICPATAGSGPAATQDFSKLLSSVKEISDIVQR
# Target sequence (Q13671 whole entry, looked up): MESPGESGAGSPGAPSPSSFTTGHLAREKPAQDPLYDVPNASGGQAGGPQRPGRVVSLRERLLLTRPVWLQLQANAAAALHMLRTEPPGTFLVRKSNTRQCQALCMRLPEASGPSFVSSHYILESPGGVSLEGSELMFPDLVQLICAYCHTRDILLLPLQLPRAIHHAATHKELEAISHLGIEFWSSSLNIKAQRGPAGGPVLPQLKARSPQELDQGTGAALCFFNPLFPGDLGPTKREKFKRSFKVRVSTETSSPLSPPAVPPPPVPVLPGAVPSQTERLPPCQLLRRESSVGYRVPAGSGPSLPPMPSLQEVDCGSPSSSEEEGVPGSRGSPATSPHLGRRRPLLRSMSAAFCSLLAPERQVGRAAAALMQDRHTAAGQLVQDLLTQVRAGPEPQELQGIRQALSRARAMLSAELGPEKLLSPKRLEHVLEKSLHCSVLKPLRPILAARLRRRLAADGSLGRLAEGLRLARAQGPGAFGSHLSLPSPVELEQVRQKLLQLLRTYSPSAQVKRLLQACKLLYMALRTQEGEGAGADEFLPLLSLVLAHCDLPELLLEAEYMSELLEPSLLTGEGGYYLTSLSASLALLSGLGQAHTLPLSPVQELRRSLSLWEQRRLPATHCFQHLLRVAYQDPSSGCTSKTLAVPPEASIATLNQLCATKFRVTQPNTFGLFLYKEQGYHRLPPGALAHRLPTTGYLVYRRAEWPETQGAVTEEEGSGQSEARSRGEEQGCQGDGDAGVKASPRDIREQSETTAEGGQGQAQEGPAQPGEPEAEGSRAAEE
# Neddylation inh – inhibitors of cullin neddylation, primary screen, biochemical, TR-FRET, uHTS, NAE and Ubc12; NEDD8-conjugating enzyme Ubc12 (Homo sapiens) + NEDD8-activating enzyme E1 regulatory …; calls only at 25 µM; 360,000 compounds, 0.58% hits; in the data active means inhibition above about 36%
# NRP1-CendR mod – modulators of CendR peptide binding to NRP-1, primary screen, biochemical, fluorescence polarization, uHTS; inhibition, % at 25 µM; 360,000 compounds, 0.85% hits; AID 602438, 2012; FAM-RPARPAR peptide binding to NRP-1;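 active means inhibition or corrected inhibition above about 18%, plus a signal ratio from 0.5 to 1.5, limit read from the data, passing the limit was not always enough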; further: strong numbers were not always called active
# MLLE-PAM2 inh – inhibitors of PABP1 MLLE–PAM2 peptide binding, primary screen, biochemical, fluorescence polarization, FITC-PAM2, GST-MLLE; Polyadenylate-binding protein 1 (Homo sapiens), P11940; inhibition, % at 20 µM; 360,000 compounds, 0.36% hits; in the data active means inhibition above about 35%, passing the limit was not always enough;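 further: plate controls were DMSO wells with GST-MLLE for no effect and wells lacking GST-MLLE protein for full effect; some results filed as inactive read as strong as hits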
# SKN-1 block – suppressors of acrylamide-induced Pgst-4::GFP reporter in worms, primary screen, SKN-1 inhibitor project, whole organism, uHTS, GFP/RFP fluorescence ratio, strain VP596; AID 624304, 2012; C. elegans VP596 Pgst-4::GFP/RFP ratio, 24 h; inhibition, % at 21.8 µM; 360,000 compounds, 0.49% hits;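 active means interference check ratio from 0.5 to 1.5 plus GFP to RFP signal ratio inhibition reaching or exceeding a fixed threshold, cut at about 30% in these data, passing the limit was not always enough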; further: some compounds called inactive have numbers as strong as hits
# FAS TE block – FAS thioesterase domain inhibitors, primary screen, biochemical, fluorescence intensity, uHTS; 360,000 compounds, 0.67% hits; Fatty acid synthase (Homo sapiens), P49327; inhibition, % at 15 µM; AID 602261, 2012; recombinant FAS-TE, OMFH fluorogenic substrate, fluorescence endpoint;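 active means compounds whose normalised, plate-corrected inhibition of enzyme fluorescence in the single-dose primary screen is 50% or more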;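 further: 0% = DMSO with enzyme and 100% = substrate without enzyme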
# MT1-MMP act inh – blockers of MT1-MMP proenzyme processing, primary screen, HT1080 RFP-PRO-GFP cells, GFP/RFP fluorescence; GFP/RFP ratio fluorescence, overnight; percent of plate control window, DMSO zero; GFP/RFP ratio change, % at 20 µM; 360,000 compounds, 0.061% hits; AID 651647, 2012;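 active means GFP/RFP ratio change of at least 30% with cell ATP level not reduced by more than half and red fluorescence within 50% of control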; further: strong numbers were not always called active
#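 Material: RFP-PRO-GFP reporter HT1080 cells. Dosing: single-point 20 µM compound, 1% DMSO. Controls: DMSO and RFP-L50D-GFP cell wells. Timing: cells overnight before dosing, compound overnight, 37 °C, 5% CO2. Measure: GFP/RFP fluorescence ratio.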
# eLon inh – inhibitors of E. coli Lon protease, primary screen, biochemical, fluorescence polarization | P0A9M0 | purified E. coli Lon protease | inhibition, % at 7.94 µM | 360,000 compounds, 0.42% hits | AID 602123, 2011; in the data active means inhibition above about 13%, passing the limit was not always enough;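 further: 0% = enzyme with probe and DMSO and 100% = no enzyme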
# An asterisk follows results filed as active; i = inactive; . = no result given; + = active, no number; & = joins results of further samples. Compounds as they come; 4% or so of the library scored in one or more.
SMILES,MsrA act,Rin1 Abl inh,Neddylation inh,NRP1-CendR mod,MLLE-PAM2 inh,SKN-1 block,FAS TE block,MT1-MMP act inh,eLon inh
COc1cc(Nc2ccccn2)cc(C(=O)Nc2cccc(C(F)(F)F)c2)c1,-6&-1,0&1,i,-7&10,-5&1,-22&-3,23&19,0&4,1&-2
Cc1cc(C)c(C(=O)COC(=O)Cn2cnnn2)cc1C,-10,-2,i,-10,0,-26,-11,-1,2
O=C1CCCN=C(Nc2ccc(F)c(Cl)c2)S1,-10,6,i,-3,2,2,29,5,3
CCc1c(C(=O)N/N=C/c2ccco2)nnn1-c1nonc1N,-5,2,i,11,-3,-1,-3,5,7
O=C(CN1C(=O)c2ccccc2C1=O)Nc1ccc(S(=O)(=O)NCC2CCCO2)cc1 (centres undefined),-4,6,i,-3,-2,7,-5,-2,-1
O=C(Nc1nccs1)C1CCN(S(=O)(=O)c2c(Cl)cccc2Cl)CC1,-1,0,i,7,-15,-6,15,3,-3
O=c1cc(-c2ccccc2[N+](=O)[O-])oc2ccccc12,-2,1,i,11,-8,12,3,0,4
CC(C)c1ccc(NC(=O)COC(=O)C2=COCCO2)cc1,1,-1,i,4,3,0,-6,2,1
COc1ccc(C2N(c3ccccc3)C(=S)N3CCCN23)cc1 (centres undefined),-8,1,i,-7,13,-11,-4,0,-1
Cc1cccc(NC(=O)CN2C(=O)/C(=C3\SC(=S)N(CC4CCCO4)C3=O)c3ccccc32)c1 (centres undefined),-4,0,i,4,-1,9,6,1,3
CCOC(=O)C1CCCN(CCC(=O)Nc2cc(OC)ccc2OC)C1 (centres undefined),-1,-1,i,8,-1,-12,-3,2,2
COc1ccccc1NC(=O)Nc1ccc(C)cn1,-1,1,i,13,-2,27,2,-7,-2
COc1ccc(OCC(=O)Nc2nnc(-c3ccco3)s2)cc1,0,-5,i,-12,-8,-4,-13,6,-5
COc1ccc(NC(=O)c2cccc(Cn3cc(Br)c([N+](=O)[O-])n3)c2)c(C)c1,-4,2,i,8,12,-6,26,0,-12
CC1Cc2ccccc2N1C(=O)CSc1nnc2sc3ccccc3n12 (centres undefined),0,3,i,-2,-16,-1,5,4,3
CCn1c(SCC(=O)NC2CCCC2)nnc1-c1c[nH]c2ccccc12,0,-4,i,5,-11,-10,-9,-3,-16
COc1cc(OC)c(C2=NOC(C(=O)N3CCN(C(=O)c4ccco4)CC3)C2)cc1Cl (centres undefined),-3,-3,i,5,-5,-16,30,2,-6
CC1(C(=O)Nc2nccs2)CCN1C(=O)CC(c1ccccc1)c1ccccc1 (centres undefined),-1,-2,i,1,2,-8,12,-4,7
COCc1cc(C)nc(Nc2cc(C)ccc2C)c1C#N,-2,-1,i,16,2,8,3,1,7
Cc1cc(OC(=O)c2cccc(C(F)(F)F)c2)c([N+](=O)[O-])c(=O)[nH]1,-3,-4,i,-10,2,4,-10,0,-8

# As a working copy, part of the list above.
SMILES,MsrA act,Rin1 Abl inh,Neddylation inh,NRP1-CendR mod,MLLE-PAM2 inh,SKN-1 block,FAS TE block,MT1-MMP act inh,eLon inh
COc1cc(Nc2ccccn2)cc(C(=O)Nc2cccc(C(F)(F)F)c2)c1,-6&-1,0&1,i,-7&10,-5&1,-22&-3,23&19,0&4,1&-2
Cc1cc(C)c(C(=O)COC(=O)Cn2cnnn2)cc1C,-10,-2,i,-10,0,-26,-11,-1,2
O=C1CCCN=C(Nc2ccc(F)c(Cl)c2)S1,-10,6,i,-3,2,2,29,5,3
CCc1c(C(=O)N/N=C/c2ccco2)nnn1-c1nonc1N,-5,2,i,11,-3,-1,-3,5,7
O=C(CN1C(=O)c2ccccc2C1=O)Nc1ccc(S(=O)(=O)NCC2CCCO2)cc1 (centres undefined),-4,6,i,-3,-2,7,-5,-2,-1
O=C(Nc1nccs1)C1CCN(S(=O)(=O)c2c(Cl)cccc2Cl)CC1,-1,0,i,7,-15,-6,15,3,-3
O=c1cc(-c2ccccc2[N+](=O)[O-])oc2ccccc12,-2,1,i,11,-8,12,3,0,4
CC(C)c1ccc(NC(=O)COC(=O)C2=COCCO2)cc1,1,-1,i,4,3,0,-6,2,1
COc1ccc(C2N(c3ccccc3)C(=S)N3CCCN23)cc1 (centres undefined),-8,1,i,-7,13,-11,-4,0,-1
Cc1cccc(NC(=O)CN2C(=O)/C(=C3\SC(=S)N(CC4CCCO4)C3=O)c3ccccc32)c1 (centres undefined),-4,0,i,4,-1,9,6,1,3
CCOC(=O)C1CCCN(CCC(=O)Nc2cc(OC)ccc2OC)C1 (centres undefined),-1,-1,i,8,-1,-12,-3,2,2
COc1ccccc1NC(=O)Nc1ccc(C)cn1,-1,1,i,13,-2,27,2,-7,-2
COc1ccc(OCC(=O)Nc2nnc(-c3ccco3)s2)cc1,0,-5,i,-12,-8,-4,-13,6,-5
COc1ccc(NC(=O)c2cccc(Cn3cc(Br)c([N+](=O)[O-])n3)c2)c(C)c1,-4,2,i,8,12,-6,26,0,-12

# Next section:
SMILES,MsrA act,Rin1 Abl inh,Neddylation inh,NRP1-CendR mod,MLLE-PAM2 inh,SKN-1 block,FAS TE block,MT1-MMP act inh,eLon inh
C=Cc1ccc(Cn2c(C)c(C(=O)NCc3cccc(C(F)(F)F)c3)sc2=O)cc1,-1,1,i,-3,-7,-11,28,5,-9
CCCCNC(=O)CCc1nc2cccnc2n1Cc1ccc(OC)cc1,-6,1,i,6,2,-2,-5,2,-6
Cc1ccc([C@H]2N[C@]3(CCCN(Cc4ccc(F)cc4)C3=O)[C@H]3C(=O)N(C)C(=O)[C@@H]23)cc1,-5,-3,i,-6,4,-30,-8,2,0
CNC(=O)/C(C#N)=C\c1ccc(CNS(=O)(=O)c2ccccc2)o1,-5,2,i,0,-7,1,-15,1,-4
Cc1c(NC(=S)NC(=O)CC(C)C)c(=O)n(-c2ccccc2)n1C,0,-1,i,14,3,7,-6,-1,11
CCCCn1c(N)c(N(CCOC)C(=O)c2ccc(-c3ccc([N+](=O)[O-])cc3)o2)c(=O)[nH]c1=O,-3,2,i,-9,-43,1,50,4,-2
O=C(Cn1ccc([N+](=O)[O-])n1)NCCc1c[nH]c2ccccc12,0,1,i,-2,12,-4,-2,1,2
COc1ccccc1NC(=O)c1ccccc1C(=O)Nc1ccccc1OC,-9,-2,i,3,7,8,2,1,6
CCc1nc(NCc2ccccn2)c2oc3ccccc3c2n1,-3,-4,i,-4,-5,19,-7,-2,-9
CN1CCCN(Cc2cccc3ccccc23)CC1,0,2,i,21,7,16,-8,-6,-5
Cc1ccc(C(=O)Nc2nc(-c3ccc4c(c3)OCCO4)cs2)o1,-7,2,i,3,12,12,15,2,-19
CC1(C)C[C@H]2C3=CCC4[C@@]5(C)CC[C@H](O)[C@](C)(CO)C5CC[C@@]4(C)[C@]3(C)C[C@@H](O)[C@@]2(CO)[C@@H](O)[C@@H]1O (some centres undefined),-2,-2,i,-5,15,11,0,-4,6
CCNC(=S)N(CCc1c(C)[nH]c2ccc(C)cc12)Cc1cccnc1,-1,3,i,-18,-112,27,2,1,18
COc1ccc(OCC(=O)N/N=C/c2ccc(N(C)C)cc2)cc1,-12,-1,+,-14,-1,-2,-4,-5,-4
Cc1cc(C)n2c(SC/C(O)=C(\C#N)c3nc4ccccc4[nH]3)nnc2n1,-11,5,i,-41,-23,-15,-12,-12,-8
O=S(=O)(N/N=C\c1ccc2c(c1)OCO2)c1ccc(Cl)cc1,-6,3,i,-14,-52,4,4,-6,7
CC(NC(=O)C1CCC(C(C)(C)C)CC1)C(c1ccccc1)N1CCOCC1 (centres undefined),-2,1,i,3,5,-1,28,-6,-6
CC(=O)C1CCC2C3CCC4=CC(=O)CCC4(C)C3(F)C(O)CC12C (centres undefined),-1,1,i,7,7,22,-11,1,-3
COc1ccc(NC(=O)c2ccco2)cc1NC(=O)c1cccnc1,-2,3,i,-4,-9,-7,-5,-3,-2
COc1ccc(NS(=O)(=O)c2cc(NC(=O)c3ccc(=O)[nH]n3)ccc2C)cc1,-3,2,i,10,-6,2,-5,1,2
Cc1cc(C)cc(NC(=O)CSc2n[nH]c(-c3cccnc3)n2)c1,-2,4,i,4,-25,7,-14,1,-7
C/C(=N\NC(=S)Nc1cccc(C)c1)c1cccc(N)c1,-2,1,i,-1,33,7,-3,4,5
N/C(=N\OC(=O)/C=C/c1ccccc1)c1ccccn1,-4,0,i,-3,6,6,-8,2,-7
COc1ccc(N2CCN(CC(=O)NCc3ccc(Cl)cc3)CC2)cc1,-2,0,i,-5,-3,8,2,3,-11
COc1cccc(/C=C/C(=O)NCc2cn3cc(Cl)ccc3n2)c1,-13,5.2*,i,5,-2,-14,14,.,13
COC(=O)c1c(NC(=O)COC(=O)c2ccc(Cl)cc2[N+](=O)[O-])sc2c1CCCCC2,-4,0,i,-4,5,-15,22,1,-1
COc1ccc(CN(C)C[C@H]2OCCCC[C@@H](C)Oc3ccc(NS(C)(=O)=O)cc3C(=O)N([C@H](C)CO)C[C@@H]2C)cc1,0,0,i,5,-21,21,-6,5,-9
CCOC(=O)c1c(NC(=O)C2CCCCC2)sc2c1CCN(CC)C2,-2,-1,i,12,4,-1,-3,-4,-6
COc1ccc(CNC(=O)CSc2nc3ccc(C)cc3[nH]2)cc1OC,-3,-2,i,2,-11,-21,-9,1,-7
CC(=O)OC1CC(c2cc(C(C)(C)C)c(O)c(C(C)(C)C)c2)=NO1 (centres undefined),-1,0,i,-1,1,4,18,2,8
O=C(NC1CCCCC1)C1CCCN(S(=O)(=O)c2cccc3cccnc23)C1 (centres undefined),-4,2,i,-14,2,-4,-3,0,-8
COc1ccccc1[C@@H]1C(c2ccc(F)cc2)=NN(c2ccccc2)[C@H]1C(=O)N1CCOC1=O,-2,-1,i,18,-6,-6,84*,-1,-9
c1ccc(COc2cccc(CNCc3cccnc3)c2)cc1,-3,-2,i,11,6,8,-1,0,-5
Cc1cccc(NC(=S)NCC(c2cccnc2)N2CCOCC2)c1C (centres undefined),-2,2,i,-12,-1,2,-22,1,-9
CC1CC(=O)c2cn3c(nc2C1)nc1ccccc13 (centres undefined),-9,1,i,-6,-3,4,-4,3,-7
CC(NC(=O)CCc1ccc(S(=O)(=O)NC2CCCCC2)cc1)c1ccccc1 (centres undefined),-2,-3,i,-6,15,13,6,-4,-2
OCC1(Cc2cccc(Cl)c2)CCCN(Cc2sc(N3CCCC3)nc2Cl)C1 (centres undefined),-6,0,i,-7,-11,-8,11,-7,-2
CC(=O)c1ccc(NC(=O)CSc2n[nH]c(-c3cccnc3)n2)cc1,-3,4,i,-5,-14,-16,-6,-2,-5
